RBBP9 inhibitor: human RBBP9 hydrolase inhibition; O75884; AID 1515; 0.2% of 220,000 active; recombinant RBBP9, FP-Rh probe fluorescence polarization; inhibition, % at 7.94 µM;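 active means inhibition above the campaign mean of all tested compounds plus 3 SD, cut at about 14% in these data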;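 further: plate controls were DMSO wells with RBBP9 for no effect and wells lacking RBBP9 protein for full effect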
Target sequence (O75884 whole entry, looked up): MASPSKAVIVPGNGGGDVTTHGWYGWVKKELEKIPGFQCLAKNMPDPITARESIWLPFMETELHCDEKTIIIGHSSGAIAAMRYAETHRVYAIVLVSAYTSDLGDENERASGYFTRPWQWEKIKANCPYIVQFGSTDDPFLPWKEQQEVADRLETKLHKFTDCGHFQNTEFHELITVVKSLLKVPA
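Assay system: recombinant human RBBP9; Reagent: Serine-hydrolase probe FP-Rh, 375 nM pre-mixing; Doses: 7.94 µM single dose, 0.794% DMSO; Incubation: 30 min then 45 min, 25 °C; Detection: fluorescence polarization (mP), excitation 525 nm, emission 598 nm; Evaluation: percent inhibition from mP, scaled between DMSO and no-protein wells.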
Runt-CBFb FRET: blocks binding of human RUNX1 Runt domain to CBFb. Q01196+Q13951. Cerulean-Runt/Venus-CBFb FRET ratio 530/480, 1 h. inhibition, % at 20 µM. 0.46% of 220,000 active;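 active means inhibition over about 50% at 20 µM in the single-dose screen, limit read from the data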;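 further: 0% = DMSO wells and 100% = excess unlabeled CBFb competitor control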
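Measured by: fluorescence energy transfer, 422 nm excitation, 530/480 nm emission; Assay system: Cerulean-Runt domain; Medium: Tris pH 7.5 buffer with BSA; Measure: loss of energy transfer signal; Controls: 5 µM unlabeled CBFb as full-inhibition high control; Incubation: protein complex preformed 1 h, compound exposure 1 h, room temperature, dark.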
m-calpain inh: calpain II (pig) inhibition. purified calpain II, fluorogenic peptide substrate, 30 min. inhibition, % at 16 µM. 0.37% of 220,000 active;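 active means inhibition above about 50%, limit read from the data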
p47phox inh: blocks human p47phox regulatory protein of NADPH oxidases; p47phox/p22phox peptide binding, fluorescence polarization, 2 h; 0.53% of 220,000 active; inhibition, % at 24.7 µM; P14598;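 active means inhibition above about 30%, limit read from the data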;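 further: 0% = p47phox with labelled peptide and 100% = labelled peptide alone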
Target sequence (P14598 whole entry, looked up): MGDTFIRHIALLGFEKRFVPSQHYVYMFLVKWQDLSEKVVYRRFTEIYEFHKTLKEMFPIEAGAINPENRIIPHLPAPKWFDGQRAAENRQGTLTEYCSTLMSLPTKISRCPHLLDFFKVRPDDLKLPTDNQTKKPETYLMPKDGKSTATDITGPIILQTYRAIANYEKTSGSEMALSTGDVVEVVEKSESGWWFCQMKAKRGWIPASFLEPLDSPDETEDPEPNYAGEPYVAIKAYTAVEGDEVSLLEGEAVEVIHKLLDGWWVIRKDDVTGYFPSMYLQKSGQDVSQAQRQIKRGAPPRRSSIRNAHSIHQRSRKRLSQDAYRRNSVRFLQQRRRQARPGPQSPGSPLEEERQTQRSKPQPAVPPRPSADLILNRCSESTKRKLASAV
Tb hexokinase: blocks Trypanosoma brucei hexokinase 1 activity. recombinant TbHK1, G6PDH-coupled NADH A340. inhibition, % at 10 µM. 0.11% of 220,000 active. AID 1430;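 active means inhibition of 50% or more in the single-dose primary screen; inactive means inhibition below 50%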
EBV gp42 inh: blocks Epstein-Barr virus glycoprotein 42 binding. Fluorescence polarization binding assay, mP read-out. Q1HVG2. 0.42% of 220,000 active. inhibition, % (tested at 21.74 µM); in the data active means inhibition above about 50%
Target sequence (Q1HVG2 whole entry, looked up): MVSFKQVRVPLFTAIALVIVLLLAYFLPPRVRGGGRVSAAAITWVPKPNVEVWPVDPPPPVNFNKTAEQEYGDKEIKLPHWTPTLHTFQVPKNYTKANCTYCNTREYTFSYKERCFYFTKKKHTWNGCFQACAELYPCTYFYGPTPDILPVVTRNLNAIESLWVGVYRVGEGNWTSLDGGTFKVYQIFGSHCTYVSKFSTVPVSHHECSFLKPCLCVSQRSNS
Runt-SMMHC FRET: blocks binding of human RUNX1 Runt domain to CBFb-SMMHC; Cerulean-Runt/Venus-CBFb-SMMHC FRET ratio 530/480, 1 h; inhibition, % at 20 µM; Q01196+Q13951; 0.74% of 220,000 active;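 active means mean inhibition across duplicate retests at 20 µM reaching about 50%, limit read from the data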;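 further: 0% = DMSO wells and 100% = wells with excess untagged CBFb-SMMHC; inhibitors lower the FRET ratio by blocking Runt binding to CBFb-SMMHC; some results filed as inactive read as strong as hits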
p97 ATPase inh: blocks human p97 ATPase activity; P55072; recombinant p97 ATPase, Kinase-Glo ATP luminescence, 3 h; inhibition, % at 8 µM; 0.42% of 220,000 active; in the data active means inhibition above about 15%;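 further: 0% = DMSO vehicle and 100% = wells lacking enzyme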
Furin inh: inhibitors of human furin | 0.061% of 220,000 active | purified furin, fluorogenic substrate cleavage | AID 463115 | inhibition, % at 30 µM | P09958; in the data active means inhibition above about 25%; further: inactives centre near -15
* hit, by the source's call; x = no result given; [ ] = dose if it differs, or a comment.

SMILES	RBBP9 inhibitor	Runt-CBFb FRET	m-calpain inh	p47phox inh	Tb hexokinase	EBV gp42 inh	Runt-SMMHC FRET	p97 ATPase inh	Furin inh
CCOc1ccccc1N(CC(=O)N/N=C(\C)c1cccc(Br)c1)S(C)(=O)=O	-9	-4	-6	-4	-3	6	0	-1	-6
CCOc1ccc(CCNC(=O)COC(=O)/C=C/c2ccc(OCC#N)c(OC)c2)cc1OCC	0	-3	-30	-4	-17	-10	-3	-4	-20
CN(C)/C=N/c1c(C(=O)NCc2ccccc2)nnn1Cc1ccccc1	-5	-1	-22	-11	3	3	-2	4	-34
CCCCNC(=O)c1ccc2c(OCC)n(CCCC)nc2c1	2	-6	-484	-2	0	-8	-4	0	-10[20 µM]
Cc1cccn2c(=O)c(/C=C(\C#N)S(=O)(=O)c3ccccc3)c(N3CCCCC3)nc12	-4	-27	-29	-144	-13	-10	-60	4	-17
O=C(Nc1ccnc(-c2cccnc2)n1)c1cccc(Cl)c1Cl	-6	0	15	-25	3	-3	-1	-6	-15[20 µM]
CCOC(=O)C1(CCOc2ccccc2)CCN(Cc2cc(OC)c3c(c2)OCO3)CC1	11	-1	5	-2	1	-14	1	1	-9
O=c1[nH]c(N2CCN(Cc3ccc4c(c3)OCO4)CC2)nc2c1CCCC2	-2	2	-16	-5	-2	2	-3	2	-36
COc1ccccc1NC(=S)N(Cc1ccccn1)Cc1ccccc1Cl	-9	-1	-11	-7	2	4	1	2	-22
CC(C)c1cc(C(F)(F)F)n2nc(C(=O)Nc3ccc4c(c3)OCO4)cc2n1	-8	-3	0	-20	-8	-11	0	6	-15
O=C(Cn1cnc(Cl)c1Cl)c1ccc(F)cc1	0	2	-16	3	-2	-3	1	2	-25
CCn1ccc(C(=O)Nc2ccccc2SC)n1	2	3	-9	-2	1	-9	-2	0	-20
O=C(ON=C1CCN(S(=O)(=O)c2ccccc2)CC1)c1ccccc1	7	2	20	1	-1	8	-1	13	-7[20 µM]
CC1(C)C2CC=C(/C=N/n3cnnc3)C1C2 (centres undefined)	-9	2	23	6	5	6	5	-5	-10
COc1ccc2c(c1)c(C(=O)CN1CCC(C(N)=O)CC1)c(C)n2C	-1	0	-6	-1	-8	-26	-15	3	-18[20 µM]

Profiles, quoted from the list. Values in the order: RBBP9 inhibitor, Runt-CBFb FRET, m-calpain inh, p47phox inh, Tb hexokinase, EBV gp42 inh, Runt-SMMHC FRET, p97 ATPase inh, Furin inh
COc1ccccc1NC(=S)N(Cc1ccccn1)Cc1ccccc1Cl in the list: -9, -1, -11, -7, 2, 4, 1, 2, -22
CCOC(=O)C1(CCOc2ccccc2)CCN(Cc2cc(OC)c3c(c2)OCO3)CC1 in the list: 11, -1, 5, -2, 1, -14, 1, 1, -9
CN(C)/C=N/c1c(C(=O)NCc2ccccc2)nnn1Cc1ccccc1 in the list: -5, -1, -22, -11, 3, 3, -2, 4, -34
CC(C)c1cc(C(F)(F)F)n2nc(C(=O)Nc3ccc4c(c3)OCO4)cc2n1 in the list: -8, -3, 0, -20, -8, -11, 0, 6, -15
CCn1ccc(C(=O)Nc2ccccc2SC)n1 in the list: 2, 3, -9, -2, 1, -9, -2, 0, -20

Following part.
SMILES	RBBP9 inhibitor	Runt-CBFb FRET	m-calpain inh	p47phox inh	Tb hexokinase	EBV gp42 inh	Runt-SMMHC FRET	p97 ATPase inh	Furin inh
Cn1nc(C(F)(F)F)c(C(=O)Nc2ccc(F)cc2)c1Cl	8	0	7	-1	-8	-8	4	4	-10
CCOC(=O)Cc1csc(NC(=S)NC(=O)c2cc(OC)c(OC)c(OC)c2)n1	0	-5	-33	3	-23	-10	3	0	-24
CCC(C)(C)n1c(=O)[nH]c2c(c1=O)CCC2	-5	2	-9	-10	-4	-5	1	1	-14
CCOC(=O)c1c(-c2ccc(OC)cc2)csc1NC(=O)CSc1ccccc1	-10	2	3	-94	5	-33	0	-7	-5[20 µM]
Cc1ccc2nsnc2c1NC(=O)CCc1ccccc1	-2	-1	-12	-12	-5	-12	1	7	-27
O=c1c2ccccc2ncn1Cc1nc2ccccc2s1	-7	0	-8	-17	-1	-13	-2	7	-17
Nc1nnc(SCc2coc(-c3ccc(Cl)cc3)n2)s1	3	-2	-12	-16	5	-10	4	4	-3[20 µM]
CN(C)CCCNc1c2c(nc3cc(-c4cccc(F)c4)nn13)CCC2	-10	0	-85	-15	1	-19	2	3	-16
Nc1ccc(C(=O)O)cc1S(=O)(=O)O	-5	2	-10	-11	-8	-13	1	5	-12
O=C1c2cnc3ncnn3c2CC2c3ccccc3CCN12 (centres undefined)	-7	14	-487	3	0	-14	36	6	-59
CC1=C(C(=O)OCC(C)C)C(c2cc3c(cc2Br)OCO3)NC(=O)N1C (centres undefined)	-2	-3	30	-7	0	-3	0	1	-20[20 µM]
Cc1cccc(CSC2=NCCN2C(=O)C2CC2)c1	-7	-3	2	-10	3	-25	3	-1	-13
COC(=O)C1=C(C)N(CCc2ccccc2)C(=O)C1	-5	-1	-12	-11	-5	-6	-3	-2	-19[20 µM]
Cn1c(O)c(C=NCC2CCNCC2)c(=O)n(C)c1=O	1	0	-10	-6	2	-10	-1	-6	-12[20 µM]
CS(=O)(=O)N1CCCC(C(=O)NCCc2ccc(Cl)cc2)C1 (centres undefined)	4	2	13	-1	-2	-19	-1	4	-4
Cc1cc(=O)n2c(n1)NC(=NCc1ccccc1)NC2c1ccccc1 (centres undefined)	3	1	-3	-10	-8	-8	-2	8	-6
c1ccc2c(c1)NCCS2	-5	3	23	-7	6	-6	-14	2	-25
COc1ccc(NC(=O)c2cccnc2)c([N+](=O)[O-])c1	0	-26	38	-7	5	-12	-5	1	-19
CC(=O)N1CCc2cc(S(=O)(=O)NCCN3CCC(C)CC3)ccc21	-4	1	35	-20	-4	-9	1	-2	2[20 µM]
Cc1ccc(NC(=S)N2CCN(C(=O)C3CCCO3)CC2)c(C)c1 (centres undefined)	-8	1	4	-3	-5	-11	-1	-1	-25[20 µM]
O=C(NCc1cccnc1)c1cccc(-c2cc3ccccc3oc2=O)c1	1	2	-60	2	-1	12	6	-4	-8
NS(=O)(=O)c1ccc(CCNC(=O)c2cccc(OC(F)F)c2)cc1	2	-1	-14	-28	-4	-14	-2	8	-16
COc1cc(C2c3c(oc4c(C)cc(C)cc4c3=O)C(=O)N2Cc2cccnc2)ccc1O (centres undefined)	-1	x	x	x	-17	x	x	3	-23[20 µM]
Cc1ccc2nc(C(Cl)(Cl)Cl)nc(N/N=C/c3ccncc3)c2c1	5	0	-26	-5	-5	5	-1	1	-17
CCCCC(C(=O)O)C(C)CC(=O)Nc1cccc(C(=O)O)c1 (centres undefined)	-10	-2	23	-8	-2	-10	-2	4	-26
NNC(=O)c1ccc(-c2ccccc2F)cc1	-15	0	13	6	-14	-1	-5	12	-15
OCCOCCNc1ncnc2nc[nH]c12	4	0	-15	-5	8	-10	3	7	-19
O=C(Cc1ccc(-n2c(=O)c3ccccc3n(Cc3cccc([N+](=O)[O-])c3)c2=O)cc1)NCC1CCCO1 (centres undefined)	2	-7	-2	2	-5	-3	-1	6	-4
CCNc1cc(=O)n(C)c(=O)n1C	-6	0	4	-10	-10	-13	-1	-3	-19
CCOC(=O)CSc1nnc(CNC(=O)c2cccs2)n1-c1cc(C)ccc1C	-5	0	18	1	-5	3	-1	-4	-25
O=C(c1ccco1)N1CCN(Cc2nc3cc(Cl)ccc3c(=O)[nH]2)CC1	-1	0	2	-11	0	-12	-1	3	-16
COc1cccc(-n2nc(C(=O)N3CC(C)CC(C)C3)c3ccccc3c2=O)c1 (centres undefined)	-9	0	-22	-5	-5	-16	5	-4	-7[20 µM]
CNC(=S)N1N=C(c2ccc(Br)cc2)CC1c1ccc(Br)cc1 (centres undefined)	-13	-2	-14	-9	-37	2	-4	3	-6[20 µM]
COc1ccc2c(=O)c(-c3ccccc3)coc2c1	-2	0	13	-3	-4	-11	0	3	-21
O=C(/C=C/c1ccco1)N(Cc1ccc(Cl)cc1)C1CCS(=O)(=O)C1 (centres undefined)	-3	3	11	-9	-15	-8	0	7	-14
COc1ccccc1CNC(=O)C1CC(c2ccccc2C(F)(F)F)=NO1 (centres undefined)	x	-2	3	-3	1	-5	-17	x	-25
Cc1cc(C)n(-c2nc(Nc3ccccc3C)nc(-n3nc(C)cc3C)n2)n1	3	x	22	-35	-3	-2	0	-2	-5[20 µM]
O=C(NCCC1=CCCCC1)C1CCN(S(=O)(=O)c2cccc3nsnc23)CC1	-4	2	-14	-14	0	-1	-4	3	-17[20 µM]
O=C(CCC1CCCCC1)Nc1c2c(nn1-c1ccc(F)cc1)CS(=O)(=O)C2	-6	0	-19	3	3	-7	-1	5	-4
O=C(N/N=C/c1ccc(OCC2COCCO2)cc1)c1ccc(Br)cc1 (centres undefined)	-9	-6	-39	-13	-7	-6	-2	5	-22
Cc1ccccc1-c1nc(CN(Cc2c(C)nn(C)c2C)C2CC2)c(C)o1	-2	-2	-8	-12	-5	-15	-4	-1	-23
CC(C)(C)c1cc(NCc2ccccn2)n2ncc(-c3ccc(Cl)cc3)c2n1	9	-5	-73	-7	-34	-9	-3	2	-23
CCCCOC(=O)Nc1ccc(S(=O)(=O)Nc2nc(C)cc(C)n2)cc1	-3	1	-25	-11	-1	-21	3	-2	-15[20 µM]
COc1ccccc1Oc1ccc2c(c1)C(=O)N(c1ccccc1)C2=O	-2	-1	-16	8	-5	1	-2	6	18[20 µM]
CCSc1ccc(NC(=O)c2cccnc2)cc1	-7	x	1	-16	-2	-12	-3	6	-18[20 µM]
N#C/C(=C/c1cn(-c2ccccc2)nc1-c1cccc(S(=O)(=O)N2CCCC2)c1)C(=O)NCc1ccco1	-7	-11	-106	-38	-14	-16	-30	1	-13
CCc1cccc(C)c1NC(=O)c1cccc(N(C)C)c1	-6	5	-82	-6	3	5	2	0	-11
CS(=O)(=O)C1=C(O)C(=O)N(c2ccccc2)C1c1ccccc1 (centres undefined)	4	0	-25	-8	0	-6	-2	2	-16
CC(C)[C@H](Nc1ccc(C(F)(F)F)cc1[N+](=O)[O-])C(=O)O	-2	-1	-11	-11	-5	-17	-5	6	-14
Nn1cnnc1SC1CCCCC1NS(=O)(=O)c1ccccc1 (centres undefined)	-6	0	-37	-14	2	-9	1	3	-17[20 µM]
CC(C)Cc1nnc(NC(=O)Cc2ccccc2[N+](=O)[O-])s1	-12	4	4	7	31	-6	2	5	-6
CN1CCN(C(=O)c2ccccc2N(Cc2ccccc2)S(C)(=O)=O)CC1	-9	-1	-12	-10	3	-8	-6	4	-20[20 µM]
COc1ccc(Cl)cc1NC(=O)c1cnc2sccn2c1=O	2	1	-58	-12	-2	-2	-4	12	-23
O=S(=O)(c1ccc2ccccc2c1)n1cnc2ccccc21	-3	-3	-16	-15	-2	10	0	-1	-22
CN(C)c1nc(N)nc(CSc2nnnn2-c2ccc(F)cc2)n1	1	0	9	0	2	8	2	-3	-4[20 µM]
Cc1ccc(C(=O)N/N=C/C=C/c2ccccc2)cc1	0	-2	-3	-3	-35	-3	-1	0	-5
O=C(CCN1C(=O)C2C3C=CC(C3)C2C1=O)N1CCN(c2cccc(Cl)c2)CC1 (centres undefined)	-5	4	0	4	6	-15	-1	1	-24

High-throughput results from PubChem BioAssay.
